# High-throughput results from PubChem BioAssay.
# OX1R antag-1: OX1R (human) antagonism; OX1R-expressing cells, FRET antagonist read-out; 330,000 tested, 1.8% active; O43613; inhibition, % at 6.6 µM; AID 485270; in the data active = inhibition mostly above about 38%, no sharp cut-off; inactive = mostly below about 40%;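 also: 0% = agonist challenge alone and 100% = reference antagonist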
# Target sequence (O43613 whole entry, looked up): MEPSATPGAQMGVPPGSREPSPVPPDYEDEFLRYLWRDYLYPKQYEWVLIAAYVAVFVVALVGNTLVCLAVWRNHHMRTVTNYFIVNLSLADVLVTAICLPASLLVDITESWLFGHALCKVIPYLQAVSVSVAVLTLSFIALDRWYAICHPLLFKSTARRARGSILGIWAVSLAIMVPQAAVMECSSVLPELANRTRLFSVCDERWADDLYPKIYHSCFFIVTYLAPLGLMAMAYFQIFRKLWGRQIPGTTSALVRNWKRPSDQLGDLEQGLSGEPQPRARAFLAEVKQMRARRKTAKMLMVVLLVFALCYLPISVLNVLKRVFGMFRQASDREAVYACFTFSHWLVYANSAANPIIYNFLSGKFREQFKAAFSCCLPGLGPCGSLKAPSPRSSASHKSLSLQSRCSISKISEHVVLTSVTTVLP
# OX1R antag-2: human HCRTR1 antagonism; CHO/OX1R cells, Fluo-8 calcium fluorescence, orexin A; AID 434989; 330,000 tested, 0.43% active; inhibition, % at 5 µM; O43613;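 active = inhibition above its plate's threshold, mean inhibition of all tested compounds on the plate plus 3 SD, cut at about 37% in these data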;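 also: 0% = orexin A challenge wells and 100% = SB-334867-A antagonist wells; not every result past the cut was called active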
# Starred values were filed as active, the others as inactive.
OX1R antag-1	OX1R antag-2	Compound
12	-21	CCOC(=O)N1CCN(Cc2cc(Cl)c3cccnc3c2O)CC1
29	-34	Cc1cc(C)c(C(=O)N2CCCC(N3CCN(c4cccc(C(F)(F)F)c4)CC3)C2)o1 (stereo unspecified)
23	-12	c1ccc(N2CCN(c3cnccn3)CC2)nc1
21	-20	C=CCN1C2CCCC1CC(NC(=O)Nc1cc(C)cc(C)c1)C2 (stereo unspecified)
30	-13	O=C(Nc1cc(Cl)ccc1-n1cncn1)c1ccc([N+](=O)[O-])s1
16	-12	N#Cc1ccccc1OCCN1C(=O)c2ccccc2C1=O
9	-10	O=c1[nH]n(CC2COC3(CCCCC3)O2)c(=O)c2ccccc12 (stereo unspecified)
4	-11	CCn1cc(C(=O)NCCN(CC(C)C)CC(C)C)c(=O)c2cc(S(=O)(=O)N3CCOCC3)ccc21
7	8	O=c1cc(CSc2ccccc2)nc(-c2ccncc2)[nH]1
2	-7	NNC(=O)Cn1c(-c2nonc2N)nc2ccccc21
25	-11	CCOC(=O)[C@H]1[C@H]2COc3ccc(Br)cc3[C@@H]2N2C(=O)c3cc(OC)c(OC)cc3NC(=O)[C@@]12C
11	-6	CC(C)(C)C(=O)N(Cc1nc2ccccc2c(=O)[nH]1)Cc1cccs1
4	-10	Cc1cc(=O)oc2cc(OC(C)C(=O)Nc3ccc(N4CCCCC4)cc3)ccc12 (stereo unspecified)
15	-36	CC1CCN(C(=O)/C(=C/c2ccccc2Cl)c2ccccc2)CC1
-16	-15	CCOC(=O)c1[nH]c(C)c(/C(O)=C2\C(=O)C(=O)N(CCCN(C)C)C2c2cccnc2)c1C (stereo unspecified)
37	-23	CCOc1ccc(N2CCc3c(C)nc(SC)nc32)cc1

# Arranged by molecular weight (low to high): part of the list above
OX1R antag-1	OX1R antag-2	Compound
7	8	O=c1cc(CSc2ccccc2)nc(-c2ccncc2)[nH]1
37	-23	CCOc1ccc(N2CCc3c(C)nc(SC)nc32)cc1
15	-36	CC1CCN(C(=O)/C(=C/c2ccccc2Cl)c2ccccc2)CC1
11	-6	CC(C)(C)C(=O)N(Cc1nc2ccccc2c(=O)[nH]1)Cc1cccs1
-16	-15	CCOC(=O)c1[nH]c(C)c(/C(O)=C2\C(=O)C(=O)N(CCCN(C)C)C2c2cccnc2)c1C (stereo unspecified)

# (further entries)
OX1R antag-1	OX1R antag-2	Compound
20	-8	CCN1CCCC1CN=Cc1c(O)n(-c2ccccc2)c(=O)c2ccccc12 (stereo unspecified)
47	-16	OCCC1CN(Cc2ccc3nsnc3c2)CCN1C1CCCCC1 (stereo unspecified)
4	7	CCCCn1c(N)c(N(CC(C)C)C(=O)C2=COCCO2)c(=O)[nH]c1=O
15	-11	COc1cc2c(C(=O)N3CCN(Cc4ccc5c(c4)OCO5)CC3)cn(C)c(=O)c2cc1OC
4	-23	COc1ccc(Cl)cc1N1C(=O)CC(N2CCc3ccccc32)C1=O (stereo unspecified)
1	1	O=C(O)c1ccc(/C=N/Nc2ncc(C(F)(F)F)cc2Cl)cc1
12	-1	O=C(Nc1ccc(S(=O)(=O)N2CCOCC2)cc1)C1CC1
14	-21	Cc1ccc(S(=O)(=O)NCC(=O)OCC(=O)N(Cc2ccccc2)C(C)(C)C)cc1

# Some of the entries so far, tab-delimited:
smiles	OX1R antag-1	OX1R antag-2
CCN1CCCC1CN=Cc1c(O)n(-c2ccccc2)c(=O)c2ccccc12 (stereo unspecified)	20	-8
OCCC1CN(Cc2ccc3nsnc3c2)CCN1C1CCCCC1 (stereo unspecified)	47	-16
CCCCn1c(N)c(N(CC(C)C)C(=O)C2=COCCO2)c(=O)[nH]c1=O	4	7
COc1cc2c(C(=O)N3CCN(Cc4ccc5c(c4)OCO5)CC3)cn(C)c(=O)c2cc1OC	15	-11
COc1ccc(Cl)cc1N1C(=O)CC(N2CCc3ccccc32)C1=O (stereo unspecified)	4	-23
O=C(O)c1ccc(/C=N/Nc2ncc(C(F)(F)F)cc2Cl)cc1	1	1

# (more compounds)
OX1R antag-1	OX1R antag-2	Compound
13	-10	O=C(Nc1ccc2cn[nH]c2c1)c1ccc(S(=O)(=O)N2CCOCC2)cc1
21	-1	CC(Sc1ccccc1)C(=O)Nc1ccc(N2CCOCC2)cc1 (stereo unspecified)
6	-4	CCN(CC)CCn1c(=S)[nH]c2cc(C(=O)N3CC(C)CC(C)C3)ccc2c1=O (stereo unspecified)
1	-10	Cc1cc(N)ccc1NC(=O)CN1CCCC1
6	-18	O=C(CSc1nnc(-c2ccco2)o1)Nc1c(F)cccc1F
3	-17	O=C(N/N=C/c1ccco1)C1(O)c2ccccc2-c2ccccc21
23	-2	O=C(NC(c1ccccc1)c1ccccc1)C1CCCO1 (stereo unspecified)
0	-18	CCc1noc(C)c1C(=O)OCC(=O)NCc1ccccc1OC
6	-17	CCN(C(=O)COC(=O)c1ccccc1NC(=O)c1ccco1)C1CCS(=O)(=O)C1 (stereo unspecified)
39	2	COc1ccc(-n2c(COc3cccc4ccccc34)nnc2SC(C)C(=O)O)cc1 (stereo unspecified)
11	-15	CCOC(=O)c1ccccc1NS(=O)(=O)c1ccc(S(=O)(=O)N2CCCC2)cc1
10	-38	CC(C)Oc1ccc(CNC(=S)N/N=C/c2cccnc2)cc1
1	-7	CCc1cc(Br)ccc1NC(=O)C1CCCO1 (stereo unspecified)
13	-12	COc1cc(/C=N/NC(=O)c2ccc3c(c2)OCCO3)cc(Cl)c1O
2	0	NC(=O)c1cc(C(=O)Cc2ccccc2)c[nH]1
5	-16	COc1ccc(N2C(=O)S[C@@H]3CS(=O)(=O)C[C@@H]32)cc1
10	-25	COC(=O)c1sc(S(=O)(=O)N2CCCCC2)c(C(=O)OC)c1C
10	-28	CC[C@H]1CN2CCc3cc(OC)c(OC)cc3C2C[C@@H]1C[C@H]1NCCc2cc(OC)c(OC)cc21 (stereo partly specified)
36	-10	O=C(N/N=C/c1ccsc1)c1cc2ccccc2o1
25	-12	Cc1cc(C)n(-c2ccc(C(=O)Nc3ccc(C)c(S(=O)(=O)N4CCOCC4)c3)cc2)n1
11	-4	O=C(O)C1C2CCC(C2)C1C(=O)NCCC1=CCCCC1 (stereo unspecified)
1	-19	c1ccc(N2CCN(c3c4c(nc5ncnn35)CCC4)CC2)cc1
-10	-2	O=C(Nc1ccc(Br)cc1)c1ccccc1Br
9	-1	Cc1ccc(/C=N/NC(=S)NC(C)C)o1
6	-20	CNC(=O)C1Cc2ccccc2CN1S(=O)(=O)c1cccs1 (stereo unspecified)
2	-43	COc1cccc(N2CCN(C(=O)c3cc(-c4ccccc4)nc4c3cnn4C(C)C)CC2)c1
10	-26	CCOC(=O)CSc1nnc(Cn2c(=O)sc3ccccc32)n1-c1ccccc1C
11	-14	CCC1(NC(C)=O)CC2CC1CC2NC(C)=O (stereo unspecified)
8	-27	Cc1c(C(=O)Nc2ccncc2)oc2ccccc12
1	-18	Cc1ccc(SC(C)C(=O)Nc2cccnc2)cc1 (stereo unspecified)
10	-22	Cc1cc(NC(=O)CSc2nnc(Cc3ccccc3)n2C)no1
-1	-5	COc1ccc(CCCNC(=O)C2CCC(=O)N(CCCN3CCCC3=O)C2)cc1 (stereo unspecified)
29	-12	Cn1nc(C(=O)OCC(=O)Nc2ccc3ccccc3c2)c2ccccc2c1=O
37	-23	COc1cc(S(=O)(=O)Nc2ccccc2C)ccc1Cl
7	-25	N/C(Cc1ccc(Cl)cc1Cl)=N\OC(=O)c1ccc(Br)o1
3	-27	COc1ccc(S(=O)(=O)N(C)C)cc1NC(=O)CSC(C)C(=O)Nc1cc(C)on1 (stereo unspecified)
15	-11	O=C(COC(=O)C1CCC1)NCc1ccccc1Cl
4	-8	Cc1nn(CC(=O)N(CC(C)C)C2CCS(=O)(=O)C2)c(C)c1[N+](=O)[O-] (stereo unspecified)
15	-6	COc1ccccc1C/C(N)=N/OC(=O)/C=C/c1ccccc1
4	-16	COc1ccc(CC(=O)NNC(=O)c2c(-c3ccccc3Cl)noc2C)cc1OC
33	-10	COc1ccc(N(C(=O)c2ccncc2)S(=O)(=O)c2ccccc2)cc1
6	6	CN(C)CCCNC(NC(=O)c1cccs1)C(Cl)(Cl)Cl (stereo unspecified)
1	-4	C=CCCCCCCCCC(=O)Nc1ncccn1
21	-19	CCOC(=O)c1ccccc1NC(=O)COC(=O)C1CCCC1
10	-18	Cc1ccc(-c2nnc(C)c(N3CCOCC3)n2)cc1
3	-18	O=S(=O)(c1ccc(Cl)cc1)N1CCC(N2CCCCCC2)CC1
1	-2	O=C(Nc1ccc(Nc2ccccc2)cc1)c1cccc(F)c1
8	-19	CCOc1cc(S(=O)(=O)Nc2cc(C)cc(C)c2)ccc1Cl

# Reprinted from above, 7 compounds:
OX1R antag-1	OX1R antag-2	Compound
15	-6	COc1ccccc1C/C(N)=N/OC(=O)/C=C/c1ccccc1
4	-16	COc1ccc(CC(=O)NNC(=O)c2c(-c3ccccc3Cl)noc2C)cc1OC
33	-10	COc1ccc(N(C(=O)c2ccncc2)S(=O)(=O)c2ccccc2)cc1
6	6	CN(C)CCCNC(NC(=O)c1cccs1)C(Cl)(Cl)Cl (stereo unspecified)
1	-4	C=CCCCCCCCCC(=O)Nc1ncccn1
21	-19	CCOC(=O)c1ccccc1NC(=O)COC(=O)C1CCCC1
10	-18	Cc1ccc(-c2nnc(C)c(N3CCOCC3)n2)cc1

# Continued.
OX1R antag-1	OX1R antag-2	Compound
26	-23	CN1CCN(S(=O)(=O)c2cccc(C(=O)Nc3ccccc3N3CCOCC3)c2)CC1
-4	-11	COc1ccc(S(=O)(=O)N2CCOC2CNC(=O)C(=O)NCc2ccccn2)cc1 (stereo unspecified)
2	-12	O=C(c1csc2c1CCCC2)N1CCN(c2cccc(C(F)(F)F)c2)CC1
30	5	Cc1nn(-c2ccccc2)c(N2CCCC2)c1/C=N/NC(=S)Nc1ccc(F)cc1
19	-31	COc1ccc2nc(C)c3c(c2c1)OC(C(C)(Cl)Br)C3 (stereo unspecified)
4	-21	CCC(CC)C(=O)c1c[nH]c(C(=O)NCc2ccco2)c1
5	4	CN(CC(=O)NCc1cccs1)S(=O)(=O)c1cccc2cccnc12
19	-29	CCn1nc(C(=O)OCc2cccc(S(=O)(=O)N(C)C)c2)c2ccccc2c1=O
21	-40	CCCCC(=O)Nc1nc2c(OC)cc([N+](=O)[O-])cc2s1
30	-21	COC(=O)CCCC1=CC2=CC(=O)C(C)(OC(=O)c3cccs3)C(=O)C2=CN1CC(C)C (stereo unspecified)
14	-9	CCC(=O)Nc1cc(-c2nc3ncccc3o2)ccc1Cl
31	-27	O=C(COC(=O)C12CC3CC(CC(Br)(C3)C1)C2)Nc1cccnc1Cl
15	-15	O=C(CSc1nnc(CNC(=O)c2ccco2)o1)c1ccc(Cl)cc1
10	-7	C[C@@H]1[C@H]2[C@@H](O[C@@H]3O[C@H](CO)[C@@H](O)[C@H](O)[C@H]3O)OC=C(C(=O)O)[C@H]2C[C@@H]1O
8	-20	CCOc1ccc(NC(=O)CN(C)C(=O)c2c(C)nn(-c3ccccc3)c2Cl)cc1OCC
16	-18	CC1(C)CC(CC(=O)NNc2nc(-c3ccccc3)cs2)C(=O)O1 (stereo unspecified)
17	-38	O=C(CSc1nc(C2CCCCC2)nc2ccccc12)NCc1ccco1
33	-18	COc1cc(CN2CCCC(C(=O)Nc3cccc(-n4cccn4)c3)C2)ccc1F (stereo unspecified)
8	-4	CC1=C(C(=O)Nc2ccccc2)C(c2ccco2)C(C#N)=C(SCC(=O)Nc2cccc(C)c2C)N1 (stereo unspecified)
13	-10	CCCCc1cc(=O)oc2cc(OCC(=O)NCC3CCC(C(=O)O)CC3)ccc12 (stereo unspecified)
29	9	Cc1ccccc1NS(=O)(=O)c1cc(C(=O)Nc2cccc([N+](=O)[O-])c2)ccc1C
7	-2	CCOC(=O)c1c(NC(=O)Cn2cc([N+](=O)[O-])cn2)sc2c1CCC2
11	-10	CC1(C)O[C@H]2OC([C@H](O)CON3C(=O)c4ccccc4C3=O)[C@H](O)[C@H]2O1 (stereo partly specified)
39	-29	COc1ccc(-c2nc(C#N)c(N3CCCCCC3)o2)cc1OC
5	-5	CCCCNC(NCCCC)=C(S(=O)(=O)CC)S(=O)(=O)CC
16	-9	CCC1(c2ccc(Cl)cc2)NC(=S)N(c2ccc(C)cc2)N1 (stereo unspecified)
6	-3	Cc1c(OCC(=O)N2CCC(C(N)=O)CC2)ccc2c3c(c(=O)oc12)CCCC3
4	-13	CCc1ccccc1NC(=O)CSc1nc2c(c(-c3ccco3)c1C#N)CCCC2
4	-8	N#Cc1c(NC2CCCCC2)nc(-c2ccco2)c2c1CCCC2
25	-25	CCN(CC)S(=O)(=O)c1cccc(C(=O)N[C@H](C(=O)Nc2nc3ccccc3s2)C(C)C)c1
-3	14	COC(C(=O)Nc1ccnn1C1CCN(Cc2cccc(C)n2)CC1)c1ccccc1 (stereo unspecified)
65	2	Cc1cccc(S(=O)(=O)Nc2cccc(-c3cn4ccsc4n3)c2)c1
25	38	CN(CC(=O)Nc1cccc(S(=O)(=O)N2CCOCC2)c1)CC(=O)Nc1ccc(Cl)c(C(F)(F)F)c1
40	7	O=C(CSc1nc2cc(Cl)ccc2s1)Nc1cccc(S(=O)(=O)N2CCOCC2)c1
10	-7	CSc1nc2c(cc1C#N)C(=O)CC(C)(C)C2
1	-4	COc1cccc(C(=O)NC2=NCCS2)c1OC
12	-35	Cc1nc(N(C)Cc2ccccc2)c2c(C)c(C)sc2n1
42	-9	CN1C=CC=C/C1=C(\C#N)c1nc2ccccc2[nH]1
2	-5	Cc1noc(C)c1S(=O)(=O)NCc1ccc(CN(C)C)cc1
17	2	CC(OC(=O)c1ccccc1C(=O)N(C)C1CCCCC1)C(=O)NC1(C#N)CCCCC1 (stereo unspecified)
24	4	O=C(CSc1nccn1-c1ccccc1)c1ccc(Br)cc1
12	-10	CCCNC(=O)COc1coc(CN2CCN(c3ccccc3OC)CC2)cc1=O
61*	24	N#CC(C#N)=C1C=CC=CN1/C(=C\c1ccco1)C(=O)c1ccc(Br)cc1
5	-29	O=C(CN(c1cccc(C(F)(F)F)c1)S(=O)(=O)c1ccccc1)N1CCOCC1
